# PglD DTNB: inhibitors of Campylobacter jejuni PglD acetyltransferase; inhibition, % at 12.5 µM; purified PglD enzyme, DTNB colorimetric CoA detection; 360,000 compounds, 0.098% hits; in the data active = inhibition above about 16%, passing the limit was not always enough; inconclusive = no clear call, values can overlap the other calls; note: strong numbers were not always called active
# INS-1E GSIS act: GLuc luminescence reporter in INS-1E cells, primary screen for activators of glucose-dependent secretion of insulin; activation, % at 16.6 µM; AID 743287; 370,000 compounds, 0.61% hits; INS-1E GLuc reporter insulin secretion, 2-3 h;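 active = lowest replicate activation of at least 40%, so every replicate reaches that level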;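 note: 0% = median of neutral control wells and 100% = median of IBMX positive control wells; some compounds called inactive have numbers as strong as hits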
# C2C12 statin: suppression of simvastatin myotoxicity | rescue of ATP level, % at 7.49 µM | C2C12 myotubes + simvastatin, ATP luminescence, 48 h; scaled: DMSO 0, geranylgeraniol control 100 | 330,000 compounds, 0.78% hits;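 active = mean ATP rescue above about 67%, or every replicate alone reaching that limit, limit read from the data, passing the limit was not always enough; inconclusive = no clear call, values can overlap the other calls; inactive = mean under the limit and some replicate under it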;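 note: myotubes were challenged with 10 µM simvastatin during compound exposure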
# PGC1a acetyl inh: lowers PGC1a acetylation signal in U2OS cells; inhibition, % at 15.6 µM; AlphaScreen anti-acetyl-lysine; with virally co-expressed GCN5 acetyltransferase; AID 651687; 350,000 compounds, 0.17% hits;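 active = every replicate shows inhibition of at least 40%; inconclusive = mean inhibition at least 40% but some replicate below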;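 note: 0% = neutral control wells and 100% = positive control wells; some results beyond the cut were filed as inactive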
# CFTR F508del cor: correctors of CFTR F508del function in bronchial epithelial cells; CFBE cells, YFP halide quenching; stimulated with forskolin plus potentiator P3; % fluorescence drop versus neutral controls; activity (quench increase), % at 7.58 µM; 350,000 compounds, 0.36% hits; AID 720511;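 active = mean added fluorescence quench of at least 8% versus neutral control, with both replicates also reaching 8%; inconclusive = only one of the mean or replicate conditions met; inactive = mean below 8% and not both replicates reaching 8%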;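 note: cells transiently co-express mutant CFTR-F508del with the halide-sensitive YFP; corrector assay measuring rescue of mutant channel to the surface after 24 h compound exposure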
# miR-122 sensor: miR-122 inhibition in Huh7 cells; 340,000 compounds, 0.3% hits; AID 602342; Huh7 miR-122 Renilla luciferase sensor, 48 h; neutral wells = 0, positive control = 100; activation (reporter increase), % at 12.5 µM;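 active = mean replicate activation score at least 90 and every replicate individually at or above 90; inconclusive = only one of the two criteria met; inactive = neither criterion met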;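 note: higher luciferase means less miR-122 activity so hits act as miR-122 inhibitors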
# FN deposition inh: fibronectin deposition inhibition | AH1F fibroblasts, Alexa488-fibronectin deposition fluorescence, overnight | 350,000 compounds, 0.086% hits | inhibition, % at 12.6 µM;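 active = mean inhibition across replicates of 30% or more, regardless of how many single replicates reach that level; inconclusive = mean under 30% yet at least half of replicates reach 30%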;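 note: positive control wells lacked labelled fibronectin entirely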
#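 Material: AH1F fibroblast monolayer depositing Alexa488-labelled fibronectin into matrix | Input: 10000 AH1F cells/well | Medium: DMEM plus 2% serum, read in PBS | Reagent: Alexa488-fibronectin, 24 nM final in well | Compound dosing: One dose per compound, pinned | Schedule: 1 h adhesion, overnight exposure | Measured by: Fluorescence at 485 nm excitation, 525 nm emission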
# Cneo AK release: Cryptococcus neoformans lysis via adenylate kinase release; lysis activity, % at 15 µM; C. neoformans lysis, adenylate kinase release luminescence, 4 h; normalised: neutral wells 0, clomiphene wells 100; 360,000 compounds, 0.2% hits;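 active = mean lysis activity across replicates of at least 80%, whatever share of replicates individually reach that level; inactive = mean lysis activity below 80%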
#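 Signal: Adenylate kinase release luminescence | Assay system: Log-phase Cryptococcus neoformans yeast cells | Input: Cells at 5 × 10^6 per mL | Buffer or medium: Fresh YPD growth medium | Compound: Single dose | Schedule: Static 4 h at 37 °C with compound, 1 h detection | Controls: Clomiphene | Read-out: Luminescence rise reflecting yeast cell lysis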
# Active calls of the source: *; ? = inconclusive; . = no result given; [ ] = another dose, or the depositor's remark.
SMILES,PglD DTNB,INS-1E GSIS act,C2C12 statin,PGC1a acetyl inh,CFTR F508del cor,miR-122 sensor,FN deposition inh,Cneo AK release
CSc1nsc(SCC(=O)NCc2ccccc2)n1,9,7,4,9,-1.2,-4,-4,-5
Cn1cc(CN2CCCC(CO)(Cc3cccc(Cl)c3)C2)cn1 (stereo unspecified),4,14,-8,13,1.2,-3,-7,-8
N#CC1C(=O)NC(=O)CC12CCCCC2 (stereo unspecified),3,3,-3,.,0.9,-3,1,-1
COCCN(C(=O)CSCC(=O)Nc1ccc(C)cc1)c1c(N)n(CC(C)C)c(=O)[nH]c1=O,0,3,3,2,-2.9,-4,4,1
CCCC(=O)Nc1ccc2c(c1)C(=O)N(C)[C@H]1CC[C@@H](CC(=O)NCc3ccccc3F)O[C@@H]1CO2,1,-6,22,3,-0.4,21[16.7 µM],-13,-2
Cc1ccccc1NS(=O)(=O)c1nnc(NC(=O)C(C)C)s1,2,2,12,-2,-0.5,-4,-4,1
CCSc1nc2sc3c(c2c(=O)n1-c1ccccc1)CCN(C)C3,-2,29,14,14,-0.8,-4,-6,3
O=S(=O)(N[C@H]1CC[C@H](CCn2cc(-c3cccc(F)c3)nn2)O[C@H]1CO)c1ccccc1,0,12,3,0,-0.8,.,.,-1
COc1ccc2c(C(=O)CN3CC(C)OC(C)C3)c[nH]c2c1 (stereo unspecified),-2,.,-1,-1,.,4,.,-3
COc1ccc(CNC(=O)C[C@@H]2C[C@H]3c4cc(N(C)C)ccc4O[C@H]3[C@@H](CO)O2)cc1,3,2,1,-3,-1.2,0[16.7 µM],.,5
Cc1c(SCCO)c(=O)[nH]c2cc3c(cc12)OCO3,-2,12,18,-7,-2.8,7,.,4
Cc1ccc(S(=O)(=O)N(CC(=O)NCC2CCCO2)Cc2cccc(C)c2)cc1 (stereo unspecified),3,-3,3,-1,-0.6,-4,0,0
Cc1ccc(S(=O)(=O)N(C)C[C@@H]2Oc3c(NS(=O)(=O)c4ccc(F)cc4)cccc3C(=O)N([C@H](C)CO)C[C@@H]2C)cc1,1,-32,-1,9,-0.8,16[16.7 µM],.,12
Cc1ccccc1NC(=O)Nc1ccccc1Br,2,-3,11,?,-2.0,2,.,0
C[C@H]1CN([C@@H](C)CO)C(=O)c2cccc(NS(C)(=O)=O)c2O[C@H]1CN(C)S(C)(=O)=O,1,6,.,2,-1.4,3[16.7 µM],.,0
CC(C)OCCCNC(=O)NC12CC3CC(CC(C3)C1)C2,3,11,3,.,.,.,.,8
CCCC#Cc1cnc2c(c1)C(=O)N([C@H](C)CO)C[C@@H](C)[C@@H](CN(C)S(C)(=O)=O)O2,2,18,-6,6,-1.3,-6[16.7 µM],4,-3
O=C(CCCCC(=O)NCCc1ccccc1)NCCc1ccccc1,2,-7,12,21,0.9,0,-7,-13
Cc1noc(C)c1NC(=O)N(C)C[C@@H]1OCCCC[C@H](C)Oc2ccc(NS(=O)(=O)c3ccc(F)cc3)cc2C(=O)N([C@@H](C)CO)C[C@H]1C,1,6,32,.,-1.7,6[16.7 µM],-4,-2
CCOc1nc(OCC)c2cnn(C)c2n1,-3,-10,-6,.,-1.1,10,0,-1
CN(C)C(=O)C[C@@H]1C=C[C@@H](NC(=O)C2CC2)[C@H](CO)O1,2,23,-3,-27,1.1,.,-1,6
COC(=O)CNC(c1ccccc1)c1cc(Br)ccc1N (stereo unspecified),0,4,.,.,-1.8,-2,13,-1
COc1ccc(C2=CN(Cc3ccccc3)C(c3ccccc3)CC2=O)cc1 (stereo unspecified),1,-8,-14,1,0.5,2,1,-10
COCCNC(=O)c1cc(-c2cccnc2)nc2ccc(Br)cc12,3,.,11,11,.,-4,13,0
COc1ccc(NC(=O)N2CC[C@@H]3[C@@H](CO)N(C)c4ccc(-c5ccccc5F)cc4[C@@H]32)cc1,0,-26,2,3,-0.5,3[16.7 µM],-1,11
Cc1cc(CNC(=O)COc2ccc(F)cc2Cl)cc(C)c1O,-8,-1,11,-8,-1.4,5,6,0
N#Cc1ccsc1NC(=O)CN1CCN(S(=O)(=O)c2ccc3ccccc3c2)CC1,5,.,.,-10,-0.5,-1,1,-3
COc1cccc(-c2ccc([C@H]3[C@H](CO)N4C(=O)CN(C(=O)C5CC5)C[C@@H]34)cc2)c1,.,8,.,-8,0.3,.,-2,.
COc1cc(CN2C(=O)C(C)ON=C2c2cccs2)cc(OC)c1 (stereo unspecified),-2,25,19,.,2.2,.,0,-1
CC1(C)CC(=O)c2c(O)cc(OCc3ccc([N+](=O)[O-])cc3)cc2O1,-6,29,-10,0,.,-9,-9,-2
Cc1ccc(S(=O)(=O)N2CCOCC2)cc1NC(=O)COC(=O)C1(C)CC1(Cl)Cl (stereo unspecified),6,-18,3,-7,-3.2,-5,-4,0
C[C@H](CO)N1C[C@H](C)[C@@H](CN(C)Cc2ccc(Oc3ccccc3)cc2)Oc2c(NC(=O)Nc3ccc(C(F)(F)F)cc3)cccc2C1=O,5,-4,.,-1,3.3,2[16.7 µM],-15,-1
CC(Sc1nnnn1C)C(=O)Nc1ccccc1 (stereo unspecified),.,8,-9,-11,-0.1,-3,6,.
CCOc1ccc(NC(=O)N2CCN(S(C)(=O)=O)CC2)cc1,.,11,0,-15,-0.4,1,-8,.
N#C[C@H]1[C@@H](c2ccccc2-c2cccc(F)c2)[C@@H](CO)N1C(=O)C1CC1,.,-14,.,3,1.9,.,-3,.
CO[C@@H]1CN(C)C(=O)c2cc(NS(=O)(=O)c3cn(C)cn3)ccc2OC[C@H](C)N(C)C[C@@H]1C,1,1,-13,-12,1.8,4[16.7 µM],4,-2
CCCN(CCO)Cc1ccc(Cl)c(Cl)c1,1,.,1,-2,.,-7,.,-1
Cc1nn(CC(=O)NNC(=S)NCC2CCCO2)c(C)c1Br (stereo unspecified),2,22,8,1,-2.0,1,.,-1
COc1ccccc1N1CCN(C(=O)CSc2nnc(NC(=O)C(C)C)s2)CC1,-5,-5,5,-3,1.8,2,-4,24
Cc1ccc(O)c(NC(=O)CSc2n[nH]c(-c3ccccc3)n2)c1,2,-47,17,-1,-3.4,11,.,-2
C[C@@H]1CN([C@H](C)CO)C(=O)c2cc(NC(=O)NC3CCCCC3)ccc2O[C@H]1CN(C)S(=O)(=O)c1cccs1,-4,0,.,4,-0.4,-1[16.7 µM],.,-1
CC(C)c1nc2n[nH]c(N)c2c2c1CCCC2,-5,.,-10,2,.,9,4,3
CSC1=NSC2=NC(=O)/C(=C/c3coc4ccccc4c3=O)C(=N)N12,.,.,1,.,-2.4,0,-9,.
CCOC(=O)c1cc(S(=O)(=O)NC2CCC(C)CC2)cn1C (stereo unspecified),1,-20,6,-29,1.8,48,-1,1
C/C=C/c1ccc([C@H]2[C@@H](CO)N(C(=O)C3CC3)[C@H]2CNC(=O)NC(C)C)cc1,2,-7,10,6,5.2,-42[16.7 µM],-2,4
COc1ccc(OC)c(NC(=O)CN(c2ccc(C)cc2)S(=O)(=O)c2c(C)n[nH]c2C)c1,-4,-14,-1,.,-0.9,-7,3,-1
Cc1ccccc1C(=O)NCC(=O)NNC(=O)CCN1CCN(c2ccccc2)CC1,2,17,2,-3,1.9,-6,7,-1
CCN1CCc2nc(N)sc2C1,.,3,.,-18,3.2,.,-1,.
O=C(COC(=O)c1cccnc1Cl)Nc1ccccc1OC(F)F,.,-1,0,.,-1.5,-4,-2,.
O=c1cc(CSc2ccc(Cl)cc2)nc(-c2ccccc2)[nH]1,.,14,.,0,-6.0,-2,-2,.
O=C(N1CCOCC1)N1CCN(S(=O)(=O)N2CCOCC2)CC1,2,4,114*,5,.,48,.,-2
CCS(=O)(=O)N1CCN(C(=O)c2ccc3nc(C)c(N(C)C(=O)CCc4ccccc4)n3c2)CC1,-1,.,-1,.,-2.6,-3,-1,-1
O=C(N[C@@H]1CC[C@@H](CCn2cc(C3(O)CCCC3)nn2)O[C@@H]1CO)c1ccccc1F,-1,0,6,-4,-0.1,5[16.7 µM],-2,0
Cc1ccc(OCCN2C(=O)CSC2=O)cc1,-6,.,12,.,.,1,-7,1
O=S(=O)(Nc1ccc(S(=O)(=O)N2CCCCCC2)cc1)c1cccs1,-3,0,-9,4,.,2,.,0
O=C(Nc1cccc(-c2ccc(N3CCOCC3)nn2)c1)c1cccc(Cl)c1,4,-8,-48,.,4.5,6,6,-2
Cc1ccc(NS(=O)(=O)c2ccc3c(c2)n(C)c(=O)c(=O)n3C)c(C)c1,0,0,0,-5,-1.2,2,-2,3
COCC1CCCCN1Cc1cn(-c2ccccc2)nc1-c1ccc2c(c1)OCO2 (stereo unspecified),.,-12,.,-14,1.1,.,-15,.
CCOC(=O)c1c(NC(C)=O)sc2c(OC)c(Br)ccc12,.,-1,17,0,-1.4,0,.,2
CCCC#Cc1ccc([C@@H]2[C@@H](C#N)N(C(=O)C3CC3)[C@H]2CO)cc1,0,11,20,11,5.2,.,-6,-2

# Part of the list above, limited to INS-1E GSIS act:
compound,INS-1E GSIS act
Cc1ccc(NS(=O)(=O)c2ccc3c(c2)n(C)c(=O)c(=O)n3C)c(C)c1,0
COCC1CCCCN1Cc1cn(-c2ccccc2)nc1-c1ccc2c(c1)OCO2 (stereo unspecified),-12

# The list goes on.
SMILES,PglD DTNB,INS-1E GSIS act,C2C12 statin,PGC1a acetyl inh,CFTR F508del cor,miR-122 sensor,FN deposition inh,Cneo AK release
Cc1sc2ncn(CC(=O)NCCCC(=O)N3CCN(c4ccccn4)CC3)c(=O)c2c1C,.,.,-11,-1,.,4,.,1
CC(=O)c1cnc2nc(SCc3ccc(C)cc3)nn2c1C,2,4,1,-17,0.9,0,-2,-1
CN(CCc1ccccc1)C(C(=O)Nc1ccc2c(c1)OCCO2)C1CC1 (stereo unspecified),-6,-11,8,8,-3.7,0,.,-1
COc1ccccc1CC(=O)NC1CC1,7,-4,-9,1,2.8,1,12,-4
O=C(NCCS(=O)(=O)N1CCN(c2ccccc2)CC1)c1cccs1,-4,2,-2,-8,-3.7,1,-5,4
CCn1c(C)nc2cc(C(=O)NNS(=O)(=O)c3ccccc3F)ccc21,0,.,.,2,.,-14,.,10
CCCN(CC(=O)Nc1ccccc1C)C(=O)c1cn2ccccc2n1,-2,40,0,-15,-2.5,-6,-17,5
Cc1ccc(S(=O)(=O)NCCc2ccncc2)cc1,-3,.,.,.,.,85,1,-1
CCOC(=O)c1c(N2C(=O)C=CC2=O)sc(C)c1C,6,.,-24,6,.,4,.,-7
C[C@H]1CN([C@@H](C)CO)C(=O)c2cc(NC(=O)NC3CCCCC3)ccc2O[C@H]1CN(C)S(=O)(=O)c1ccc(F)cc1,0,-16,-45,-1,-1.6,-12[16.7 µM],1,-1
O=C(CCN1CCCCC1)NCC[C@H]1CC[C@H](NC(=O)c2ccc(F)cc2)[C@H](CO)O1,-2,6,0,2,0.2,.,7,4
CC(C)(C)c1ccc(C(CC(=O)O)NC(=O)CCCc2ccccc2)cc1 (stereo unspecified),.,-15,-1,3,3.2,-1,-15,.
